GRP78 ERSR act – qHTS for Inducers of the Endoplasmic Reticulum Stress Response (ERSR) in Human Glioma: qHTS; AID 602332, 2012; 420,000 tested, 0.02% active; Potency, µM, without a hit: at the highest dose activation, usual class: activators; U87-MG GRP78 promoter luciferase reporter, 16 h; also: potency is read from the fitted curve at half-maximal effect; series mostly up to about 76 µM; % of control where 0% means no effect; nearly all actives have a fitted effect of over 35% in size
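ERSR induction read as luciferase luminescence (Bright-Glo, 10 min at room temperature) in stably transfected human U87-MG glioma cells exposed to compounds for 16 h, using GRP78 as sensor.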
RGS4 inh – Inhibitors of Regulator of G Protein Signaling (RGS) 4: qHTS | AID 504845, 2011 | 390,000 tested, 0.039% active | Potency, µM (series often up to 114 µM), without a hit: top-dose activity change, negative = inhibition, hits mostly inhibitors | Transcreener GDP fluorescence polarization, RGS4-accelerated GTP hydrolysis | Regulator of G-protein signaling 4 (Homo sapiens), P49798; also: potency is read from the fitted curve at half-maximal effect; % is scaled to controls: 0 for no effect and ±100 for the full control effect; nearly all actives have a fitted effect of over 75% in size; some results filed as inactive show a strong effect at the top dose
Target sequence (P49798 whole entry, looked up): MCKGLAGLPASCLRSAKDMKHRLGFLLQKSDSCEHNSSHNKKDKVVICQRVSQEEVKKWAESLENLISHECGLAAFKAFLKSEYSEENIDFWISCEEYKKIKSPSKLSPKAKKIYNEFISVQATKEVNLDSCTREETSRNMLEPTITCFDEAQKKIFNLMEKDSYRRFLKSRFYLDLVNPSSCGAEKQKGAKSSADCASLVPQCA
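MLSMR compounds (23 nl, pin-transferred) preincubated 10 min at room temperature with a 500nM (2x) first reagent, then RGS4 at 900nM (2x) plus Transcreener GDP mix added; fluorescence polarization (620/688 nm) read before and after 90 min at 30 °C.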
D2 antag – HTS Assay for Allosteric Antagonists of the Human D2 Dopamine Receptor: Primary Screen for Antagonists. D(2) dopamine receptor (Homo sapiens), P14416. HEK293 TREx D2 cells, calcium flux, dopamine EC80. inhibition, % at 10 µM. 340,000 tested, 2% active. AID 485344, 2010; in the data active = inhibition above about 30%; also: 0% is about no effect
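In this primary screen, negative modulation is detected by tracking calcium flux after an EC80 dopamine challenge in inducible HEK293 T-REx D2 cells preexposed to test compound for 180 s.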
Vif-A3G inh – qHTS for Inhibitors of Vif-A3G Interactions: qHTS; HeLa A3G-eYFP + Vif (tagged APOBEC3G with the HIV-1 protein that degrades it), YFP fluorescence, overnight; Potency, µM (titrated, usually from 46.1 µM), inactives show at the highest dose activity, negative = active, actives largely listed as inhibitors; 410,000 tested, 0.076% active;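 also: potency is read from the fitted curve at half-maximal effect; % is scaled to controls: 0 for no effect and ±100 for the full control effect; nearly all actives have a fitted effect of over 60% in size; hits raise eYFP signal because A3G escapes Vif-driven loss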
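HeLa cells stably expressing Vif and C-terminally eYFP-tagged A3G, seeded overnight at 37 deg C, then exposed to compound by pintool overnight at 37 deg C. Rise in yellow fluorescence (Ex 488/Em 500-530, Acumen) marks blocked Vif-driven A3G degradation.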
D2 agonist – HTS Assay for Allosteric Agonists of the Human D2 Dopamine Receptor: Primary Screen for Agonists; HEK293 T-REx D2 cells, calcium flux agonist mode; 340,000 tested, 0.53% active; D(2) dopamine receptor (Homo sapiens), P14416; activation, % at 2 µM;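 active = activation over 3 SD above normal in the single-dose calcium agonist read, cut at about 30% in these data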; also: 0% is about no effect
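Agonism is scored from calcium flux in a force-coupled, inducible HEK293 cell line expressing D2, read kinetically for 180 s after compound addition against dopamine controls.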
Vif-A3F inh – qHTS for Inhibitors of Vif-A3F Interactions: qHTS; 390,000 tested, 0.2% active; HeLa A3F-eYFP + Vif (tagged APOBEC3F with the HIV-1 protein that degrades it), YFP fluorescence increase; Potency, µM (series often up to 46.1 µM), inactives show at the top dose activity, negative = active; AID 602313, 2012; also: potency is read from the fitted curve at half-maximal effect; % of control where 0% means no effect; nearly all actives have a fitted effect of over 65% in size
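HeLa cells stably expressing A3F-eYFP plus Vif, plated and incubated overnight at 37 deg C, then exposed to compounds overnight at 37 deg C. Blocked degradation read as raised yellow fluorescence (Ex 488/Em 500-530).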
ERG-DNA inh – qHTS for Small Molecule Inhibitors of the ERG Ets/DNA interaction; Transcriptional regulator ERG (Homo sapiens), P11308; fluorescence polarization, His-ERG Ets domain / labelled DNA; Potency, µM (series often up to 76.9 µM), for inactives: at the highest dose FP activity, negative = inhibition, usual class: inhibitors; 370,000 tested, 0.028% active; active = well fitted inhibition curve with a large enough effect in the polarisation, with a control signal flat; inconclusive = small, poorly fitted or top-dose-only effect, or effect the other way, or a change in a side signal; inactive = no such curve, though single readings can be large or run the other way; the % refers to the polarisation;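 also: polarization taken with two DNA probes labelled with fluorescein and Texas red; potency is read from the fitted curve at half-maximal effect; % of control where 0% means no effect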
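His-tagged ERG Ets domain (1 uM in the protein solution; 300mM KCl, 50mM Tris-HCl, 1mM EDTA, 1mM DTT, pH 7.5) received compound, then a probe mix of 5 nM fluorescein-DNA and 100nM Texas-615-DNA. Fluorescence polarization was read for both dyes.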
ALOX12 inh – Primary qHTS assay for inhibitors of human arachidonate 12S-lipoxygenase (ALOX12): Round 2; Polyunsaturated fatty acid lipoxygenase ALOX12 (Homo sapiens), P18054; purified 12hLO, xylenol orange hydroperoxide absorbance; Potency, µM (top dose mostly 108 µM), without a hit: top-dose activity change, negative = inhibition, usual class: inhibitors; 580,000 tested, 1.1% active; AID 1671190, 2021; also: potency is read from the fitted curve at half-maximal effect; % is scaled to controls: 0 for no effect and ±100 for the full control effect
Target sequence (P18054 whole entry, looked up): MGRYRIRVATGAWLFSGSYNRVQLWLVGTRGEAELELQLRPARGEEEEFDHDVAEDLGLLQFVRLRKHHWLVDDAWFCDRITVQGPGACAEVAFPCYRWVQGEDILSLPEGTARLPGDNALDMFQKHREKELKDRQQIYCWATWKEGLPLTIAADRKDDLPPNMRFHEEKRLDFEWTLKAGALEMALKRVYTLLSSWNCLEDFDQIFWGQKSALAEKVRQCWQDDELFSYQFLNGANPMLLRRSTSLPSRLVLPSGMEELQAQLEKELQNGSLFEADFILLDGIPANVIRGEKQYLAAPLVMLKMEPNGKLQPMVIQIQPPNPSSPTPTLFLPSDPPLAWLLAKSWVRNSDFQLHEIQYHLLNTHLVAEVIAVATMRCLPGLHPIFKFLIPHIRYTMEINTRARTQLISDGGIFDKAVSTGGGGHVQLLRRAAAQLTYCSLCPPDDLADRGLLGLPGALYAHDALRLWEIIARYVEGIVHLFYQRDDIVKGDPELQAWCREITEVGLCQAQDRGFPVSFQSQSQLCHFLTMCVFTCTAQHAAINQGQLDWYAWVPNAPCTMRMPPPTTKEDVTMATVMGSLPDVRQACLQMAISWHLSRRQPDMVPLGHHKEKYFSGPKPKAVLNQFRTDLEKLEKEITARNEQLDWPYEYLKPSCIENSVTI
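Hydroperoxide product was detected by ferrous iron/xylenol orange as the 573 to 405 nm absorbance ratio. Arachidonic acid at 40 uM (final) was turned over for 30 min at room temperature by 150 nM human 12hLO, pH 7.0 Hepes buffer, after 15 min compound preincubation.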
LDHA inh – qHTS assay for inhibitors of human lactate dehydrogenase. 480,000 tested, 0.15% active. activity change, % (values are at about 110 or 230 µM). L-lactate dehydrogenase A chain (Homo sapiens), P00338. purified LDHA, NADH/diaphorase-resazurin fluorescence; active compounds read low; in the data active = activity change below about -30%; inconclusive = mostly about -25% to -30%;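 also: plate controls were DMSO wells for no effect and wells without enzyme for full effect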
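Resorufin fluorescence (ex540/em590), read at 0 and 20 min after diaphorase/resazurin addition, reports the NADH left after a 5 min room-temperature reaction of 2 nM human LDH5 with 0.06 mM NADH and 0.2 mM pyruvate.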
* = called active by the depositor; ? = inconclusive; / = not tested or not shown; & = joins results of further samples; [ ] = dose if it differs, or a comment. Unless noted, calls follow the shape of the dose curve; as a rule, active = well fitted curve in the direction sought with a large enough effect; inconclusive = small, poorly fitted or top-dose-only effect, or another doubt; inactive = no such curve, though single readings can be large; an effect the other way counts as inactive or inconclusive.

molecule,D2 agonist,Vif-A3F inh,RGS4 inh,ALOX12 inh,LDHA inh,Vif-A3G inh,D2 antag,ERG-DNA inh,GRP78 ERSR act
Cc1ccccc1C1=NC(C(F)(F)F)(C(F)(F)F)c2c(n(C)c(=O)n(C)c2=O)N1,1.0,1%,24%,-3%,-10,-8%,-10,5%,-7%
C=CC[C@@H](CC(=O)N(CCO)Cc1ccccc1)C(=O)N[C@@H](COC(=O)[C@@H](CC=C)Cc1ccc(F)cc1)Cc1ccccc1,/,0%,-13%,-18%,6,-11%,/,1%,-1%
COC(=O)Nc1ccc(S(=O)(=O)N2CCCCC2C(=O)NCc2ccco2)cc1 (configuration not stated),1.0,-20%,35%,15%,-2,-1%,6,-3%,-1%
CCc1ncc(C)[nH]1,0.5,0%,-8%,-21%,-2,0%,8,4%,0%
CCCN(CCC)C(=O)C(Cc1ccccc1)NS(=O)(=O)c1ccc2c(c1)c(=O)n(C)c(=O)n2C (configuration not stated),0.4,-3%,12%,-18%,0,1%,/,3%,-2%
c1ccc(C2CC3CC(c4ccccc4)N2O3)cc1 (configuration not stated),/,1%,20%,0%,2,-2%,/,/,-5%
CCCCc1nc2cc(C(=O)NC(C)c3cnn(C)c3)ccc2o1 (configuration not stated),-0.2,-8%,3%,0%,-5,-4%,-8,-7%,7%
Cc1nc2ccccc2nc1SCC(=O)N1CCC(C)CC1,0.2,0%,1%,?,-2&1,-3%,23,-2%,-6%
O=c1c(Cc2ccc(Cl)cc2Cl)c(O)ccn1CCCN1CCOCC1,-0.3,-2%,-14%,4%,-1,-7%,-3,1%,-2%
CCC1CCCCN1C(=O)COC(=O)CN(C)S(=O)(=O)c1ccc(NC(C)=O)cc1 (configuration not stated),0.2,?,8%,-11%,-5,-1%,2,12%,-4%
Cn1nc(C(=O)OCC(=O)NCCc2ccccc2)c2ccccc2c1=O,-0.5,-8%,44%,?,-10,-1%,-1,3%,1%
O=C(NCCc1ccccc1)c1ccc2c(c1)N(Cc1ccccc1)C(=O)c1ccccc1S2(=O)=O,1.4,/,4%,-27%,-12,/,/,5%,/
Cc1cccc(NC(=O)c2ccc(NCCO)c([N+](=O)[O-])c2)n1,-1.9,0%,28%,-11%,-5,0%,-11,-3%,-2%
CN(C)c1nc(Oc2ccc(C(=O)OCC(=O)Nc3ccccc3)cc2)nc(N(C)C)n1,0.4,-5%,6%,0%,-6,-6%,5,2%,-1%
CNC(=O)c1cc2cc(OC)ccc2oc1=O,-0.1,-15%,-23%,-1%,-4,-4%,-9,-1%,-2%
Cc1cc(O)c(/C=N/Nc2ccccc2)c(=O)o1,0.5,-7%,?,?,5,-15%,1,4%,4%
CN(C)CCN(C(=O)c1ccccc1Cl)c1nc2c(Cl)cccc2s1,0.5,-7%,4%,-25%,2,2%,11,-7%,3%
COc1cccc(C(=O)N2CCN(Cc3cn[nH]c3-c3ccc(F)cc3F)CC2)c1,0.0,-3%,?,-25%,-10,0%,2,17%,-1%
CC(=O)CC(=O)Nc1ccccc1NC(C)=O,0.7,0%,9%,15%[57.4 µM],2,-1%,4,10%,-5%
Cc1ccc(-n2nc(C)c3c(C(=O)NCc4ccc(F)cc4)cc(C)nc32)cc1,-0.3,-2%,0%,-10%,-2,1%,/,4%,-3%
CCn1c(C)cc(O)cc1=O,0.5,-4%,-16%,-4%,-5,1%,-8,13%,-4%
C[C@@H]1COC(=O)[C@H](Cc2ccc(F)cc2)C/C=C\C[C@@H](CC(=O)N[C@H](CO)Cc2ccccc2)C(=O)N1,/,0%,2%,4%,-5,-10%,/,-5%,-2%
CCOc1ccc(CC(=O)NC2CC(=O)N(c3cccc(F)c3)C2)cc1 (configuration not stated),0.1,1%,1%,-7%,-11,-6%,/,-3%,-2%
FC(F)(F)c1nnc(-c2ccccc2)nc1Oc1ccc(Cl)cc1Cl,-0.4,-1%,-7%,?,0,3%,7,1%,-1%
O=C1C=C(c2ccc(OC(F)(F)F)cc2)C[C@@H](c2ccc(F)cc2)C1,0.4,7%,7%,/,0,2%,3,-7%,-3%
N=C1/C(=C\c2ccc(SCc3ccco3)o2)C(=O)N=C2SC=NN12,4.0,-24%,?,-17%,2,-3%,-7,110%[activator],7%
O=C(c1ccc(-n2cncn2)c([N+](=O)[O-])c1)N1CCN(S(=O)(=O)c2ccccc2Br)CC1,-0.4,7%,9%,-26%,-5,1%,-20,-4%,-4%
CC(C)Nc1nc(NC(C)C)nc(NS(=O)(=O)c2ccc(N)cc2)n1,0.4,-5%,51%,0%,0,0%,15,-14%,-3%
COc1ccc(-c2cc3ccccc3nc2N)cc1OC,1.2,4%,15%,-9%,-6,-6%,8,-3%,-2%
c1cncc(-c2nc3c(ccc4ccccc43)[nH]2)c1,-0.9,-22%,4%,2%,4,?,-1,/,4%
CCN(CCCNC(=O)c1cc2c(-c3cccc(OC)c3)nn(C)c2s1)Cc1ccccc1,0.4,-22%,16%,-10%,0,4%,-25,15%,-6%
COC(=O)Cn1c(=O)c2c(nc3n2CCN3c2cccc(C)c2)n(C)c1=O,0.2,8%,-12%,-23%,-1,-5%,/,-2%,-1%
COc1cccc(C(c2c(NC(=O)c3ccccc3)sc(C)c2C)N2CCN(C)CC2)c1 (configuration not stated),/,-4%,9%,?,-4,1%,/,-6%,-3%
NS(=O)(=O)c1ccc(CNC(=O)c2cc(-c3ccccc3)nc3ccccc23)cc1,-2.4,?,-10%,-19%,0,-1%,9,6%,1%
C=CCNc1nc(-c2c(C)nc3ncccn23)cs1,0.8,0%,-47%,-26%,-1,-6%,0,-4%,-4%
OC(CNCCC(c1ccccc1)c1ccccc1)COc1ccccc1 (configuration not stated),0.3,4%,-1%,?,1,-15%,15,19%,-17%
COC(=O)c1ccccc1NC(=O)N1CCCC1,2.6,-4%,1%,-20%,-3,0%,-6,-4%,-4%
O=C(CCn1c(=O)[nH]c2ccccc2c1=O)NCCSCc1ccccc1,0.5,6%,-31%,0%,-6,0%,2,5%,-3%
O=C(COC(=O)c1cc[n+]([O-])cc1)NCCc1ccc(Cl)cc1Cl,1.1,5%,17%,?,0,-1%,34*,-7%,2%
COc1ccc(CN2CCN(CCC(C)C)C(CCO)C2)cc1Cn1cncn1 (configuration not stated),1.3,-9%,24%,3%,-13,1%,6,2%,-1%
CN1CCN(c2ncnc3c2ncn3[C@H]2CN(Cc3cccs3)C[C@@H](CO)O2)CC1,/,/,/,1%,-6,-3%,/,/,2%
COC(=O)c1cn(NC(=O)C2CCCO2)c(=O)c2ccccc12 (configuration not stated),-0.9,-4%,4%,-20%,-8,-1%,3,0%,0%
Cc1nc(CNS(=O)(=O)c2cc([N+](=O)[O-])ccc2C)cs1,-1.8,1%,-10%[11.4 µM],44%[activator],-2,-1%,5,13%,-5%
COc1ccc(N2C(=O)CSCC2=O)cc1OC,0.5,-4%,11%,4%,-6,-1%,2,-1%,2%
Cc1ccc(OCCn2cc(C(=O)c3ccco3)c3ccccc32)cc1C,/,-9%,26%,-18%,-3,0%,/,-7%,-4%
CCOC1OC(=O)C(Cl)=C1Nc1ccc(C)cc1 (configuration not stated),-1.4,11%,-38%,19%&2%,2&-8,0%,3,-1%,4%
COc1cc(/C(C)=N/NC(=O)CSc2nnc(C)s2)ccc1O,0.2,-1%,22%,25%,-4,0%,2,-1%,0%
COc1ccc(NC(=O)CSc2nnc(Cc3cccn3C)n2-c2ccc(OC)cc2)cc1,-2.4,0%,-19%,476%[activator],-1,-6%,15,-9%,-4%
CCN(CC)CCCNC(=O)CCc1ccccc1,0.4,-11%,-15%,2%,-6,-3%,-6,0%,-4%
Cn1c2ccccc2c(=O)c2cc(C#Cc3ccccn3)ccc21,/,5%,-29%,?,0,-6%,/,-7%,4%
CC(=O)N1CCOc2ccc(S(=O)(=O)N3C(C)CCCC3C)cc21 (configuration not stated),0.4,1%,-16%[56.9 µM],-18%,-1,2%,2,-1%,3%

Some of these compounds in order of the GRP78 ERSR act value, low to high.
structure	GRP78 ERSR act
Cc1cccc(NC(=O)c2ccc(NCCO)c([N+](=O)[O-])c2)n1	-2%
O=C(COC(=O)c1cc[n+]([O-])cc1)NCCc1ccc(Cl)cc1Cl	2%
CN(C)CCN(C(=O)c1ccccc1Cl)c1nc2c(Cl)cccc2s1	3%

An excerpt, so the mix of outcomes need not match the whole.
